NF-kB neuron act = activators of NF-kB expression in neurons, primary screen, cell-based, HTS; human neuronal cells, NF-kB reporter expression; stronger effect = higher value; fold change at 12.5 µM; actives 1.6% (n = 190,000); AID 1239, 2008; in the data active = fold change above about 3.3
FLuc inhib CS = firefly luciferase enzyme inhibitors, primary screen, artefact control for luciferase-based inhibitor screens, biochemical, luminescence, ATPLite; inhibition, % at 10 µM; actives 1.5% (n = 200,000); 10 min; Luciferin 4-monooxygenase (Photinus pyralis), P08659;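 active = inhibition above about 50% when tested at 10 µM, limit read from the data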
Target sequence (P08659 whole entry, looked up): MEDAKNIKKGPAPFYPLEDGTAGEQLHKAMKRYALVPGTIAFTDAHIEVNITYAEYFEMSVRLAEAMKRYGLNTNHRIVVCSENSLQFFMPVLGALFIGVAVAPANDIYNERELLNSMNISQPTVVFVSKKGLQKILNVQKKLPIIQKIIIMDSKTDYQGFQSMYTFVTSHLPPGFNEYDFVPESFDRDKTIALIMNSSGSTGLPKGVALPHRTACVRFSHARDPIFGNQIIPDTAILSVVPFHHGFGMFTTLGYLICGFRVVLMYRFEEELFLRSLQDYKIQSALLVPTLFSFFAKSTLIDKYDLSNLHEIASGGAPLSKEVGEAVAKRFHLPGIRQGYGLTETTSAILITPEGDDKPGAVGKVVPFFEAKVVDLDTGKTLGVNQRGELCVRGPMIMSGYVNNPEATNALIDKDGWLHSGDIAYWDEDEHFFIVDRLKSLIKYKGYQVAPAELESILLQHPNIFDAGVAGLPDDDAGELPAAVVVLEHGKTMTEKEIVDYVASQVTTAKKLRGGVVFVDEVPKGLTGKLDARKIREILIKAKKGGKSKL
STAT1 activator = STAT1 signaling activators, primary screen, cell-based, HTS, luciferase reporter | NIH 3T3 STAT1-luciferase reporter, IFN-gamma, luminescence; 100% = IFN-gamma alone, no compound | activation (% of control), % at 5.5 µM | actives 2.6% (n = 200,000) | AID 932, 2007;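 active = activation above the screen-wide mean activation plus 3 SD, cut at about 130% in these data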;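 note: raw ratio to IFN-gamma control signal so 100% means no change and 0% no light; values of inactives mirror those of a sister screen read the other way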
STAT3 act = IL-6 driven STAT3 reporter potentiators, primary screen, U3A cells, luciferase, luminescence, MLSCN library; IL-6 STAT3-luciferase reporter; 100% = signal with IL-6 EC80 alone; activation (% of control), % at 5.6 µM; actives 0.91% (n = 190,000);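 active = activation above the screen-wide mean of compound activation plus 3 SD, cut at about 130% in these data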;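 note: 0% = background luminescence of wells with medium and substrate only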
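Test system: human U3A cells carrying STAT3-luciferase construct; control set: IL-6-only wells as 100% reference; timing: compound pre-incubation 1 h before IL-6, then 6 h stimulation at 37 °C; also added: IL-6 stimulus at 33 ng/mL final; evaluation: % activation versus median of IL-6-stimulated wells; detection: reporter luminescence signal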
STAT1 inh = STAT1 signaling inhibitors, primary screen, cell-based, HTS, luciferase reporter. NIH 3T3 STAT1-luciferase reporter, IFN-gamma, luminescence. AID 920, 2007. inhibition, % at 5.5 µM. actives 0.35% (n = 200,000);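 active = inhibition above a set limit, the mean inhibition across all tested compounds plus 3 SD, cut at about 34% in these data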;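 note: 0% = IFN-gamma with DMSO and 100% = IFN-gamma with 300 µM nifuroxazide; values of inactives mirror those of a sister screen read the other way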
APP 5UTR inh = inhibitors of APP translation via 5'UTR reporter, primary screen, APP 5'UTR luciferase, SH-SY5Y cells; SH-SY5Y APP 5'UTR-luciferase reporter, luminescence; actives 0.82% (n = 190,000); AID 1285, 2008; inhibition, % at 2 µM;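 active = inhibition above a set limit, derived from the sample mean plus 3 SD, cut at about 45% in these data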; note: values of inactives mirror those of a sister screen read the other way
APP 5'UTR act = activators of APP 5'UTR luciferase reporter, primary screen, SH-SY5Y cells; SH-SY5Y APP 5'UTR luciferase reporter, luminescence; zero percent = DMSO vehicle wells; actives 1% (n = 190,000); activation, % at 2 µM;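 active = activation above a set limit, based on mean plus 3 SD of controls, cut at about 140% in these data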; note: values of inactives mirror those of a sister screen read the other way
Hsp70 act = Hsp70 transcriptional activators, primary screen, cell-based, HeLa, Hsp70 promoter luciferase, luminescence, 10 µM; HeLa Hsp70 promoter luciferase reporter; scaled: vehicle 0, proteasome-inhibitor control 100%; activation, % at 10 µM; actives 0.04% (n = 200,000); AID 1203, 2008;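 active = activation above the mean across all tested compounds plus 3 SD, cutoff set per campaign, cut at about 5.5% in these data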;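 note: 100% = MG132 at 30 µM as the positive control and 0% = DMSO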
STAT3 inh = IL-6 driven STAT3 reporter inhibitors, primary screen, U3A cells, luciferase, luminescence, MLSCN library; actives 0.89% (n = 190,000); inhibition, % at 5.5 µM; IL-6 STAT3-luciferase reporter; host cell line lacks STAT1;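 active = inhibition above the mean inhibition across all screened compounds plus 3 SD, cut at about 44% in these data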;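 note: 0% = DMSO only wells and 100% = 100 µM nifuroxazide control wells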
RAM network inh = inhibitors of the yeast RAM network, primary screen, dse1pr::URA3 reporter, 5-FOA selection; inhibition, % at 50 µM; S. cerevisiae dse1pr::URA3 reporter, 5-FOA growth OD615, 2 d; analog-sensitive cbk1-as2 kinase mutant strain; actives 1.8% (n = 190,000);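 active = inhibition above a set limit, 3 SD over mean compound inhibition, cut at about 8.4% in these data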;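 note: 0% = DMSO-only wells with no growth and 100% = 10 µM 1-NA-PP1 full growth; inhibition rescues growth on 5-FOA so higher OD means more RAM inhibition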
Numbers without * were called inactive.

The opening 12 records, to show the layout:
SMILES	NF-kB neuron act	FLuc inhib CS	STAT1 activator	STAT3 act	STAT1 inh	APP 5UTR inh	APP 5'UTR act	Hsp70 act	STAT3 inh	RAM network inh
N=c1sccn1CC(=O)Nc1ccc(Cl)c(S(=O)(=O)N2CCOCC2)c1	1.1	-9	104	104	-5	-20	20	-0.3	-2	0.8
CSc1nc(N)c(C#N)c(-c2ccccc2Cl)c1C#N	1.7	-6	99	95	1	-4	4	-0.1	11	3.5
COc1ccccc1CNC(=O)CCCOc1cc(=O)n(C)c2ccccc12	1.5	-7	104	87	-5	1	-1	-0.3	18	0.1
COC(=O)c1cc(Cl)c(NS(=O)(=O)c2ccccc2)cc1OC	1.1	-6	94	92	5	-26	26	-0.2	14	1.6
COCCNC(=O)CSc1nnc2c(Cl)cc(Cl)cn12	1.1	-4	100	98	0	3	-3	-0.4	6	0.4
CC(C)(C)c1ccc(S(=O)(=O)N2CC(=O)Nc3ccccc32)cc1	0.9	-3	101	102	-1	-10	10	-0.2	1	1.0
CN(C)C(=O)CN1CCN(C(=O)CCl)CC1	0.97	0	94	104	6	3	-3	-0.1	-4	1.0
O=C(CCN1C(=O)/C(=C/C=C/c2ccccc2)SC1=S)Nc1nc2ccccc2s1	1.2	-3	89	99	14	20	-20	-0.3	-2	5.6
CCOC(=O)c1[nH]c2ccc(OC)cc2c1NC(=O)N1CCOCC1	1.3	-8	101	110	-2	-17	17	-0.5	-10	3.6
CCOC(=O)c1oc2cc(O)cc(C)c2c(=O)c1-c1cscn1	0.98	0	99	93	0	-12	12	0.0	12	-1.1
O=C(COc1ccc(Br)cc1CNCCCN1CCOCC1)Nc1ccccc1	0.89	-8	98	94	2	14	-14	-0.4	9	0.7
COc1ccc(CNC(=O)CN2CCN(C(c3ccccc3)c3ccccc3)CC2)cc1	1	-2	97	104	3	-5	5	0.0	4	1.3

Main list, from the first entry:
SMILES	NF-kB neuron act	FLuc inhib CS	STAT1 activator	STAT3 act	STAT1 inh	APP 5UTR inh	APP 5'UTR act	Hsp70 act	STAT3 inh	RAM network inh
N=c1sccn1CC(=O)Nc1ccc(Cl)c(S(=O)(=O)N2CCOCC2)c1	1.1	-9	104	104	-5	-20	20	-0.3	-2	0.8
CSc1nc(N)c(C#N)c(-c2ccccc2Cl)c1C#N	1.7	-6	99	95	1	-4	4	-0.1	11	3.5
COc1ccccc1CNC(=O)CCCOc1cc(=O)n(C)c2ccccc12	1.5	-7	104	87	-5	1	-1	-0.3	18	0.1
COC(=O)c1cc(Cl)c(NS(=O)(=O)c2ccccc2)cc1OC	1.1	-6	94	92	5	-26	26	-0.2	14	1.6
COCCNC(=O)CSc1nnc2c(Cl)cc(Cl)cn12	1.1	-4	100	98	0	3	-3	-0.4	6	0.4
CC(C)(C)c1ccc(S(=O)(=O)N2CC(=O)Nc3ccccc32)cc1	0.9	-3	101	102	-1	-10	10	-0.2	1	1.0
CN(C)C(=O)CN1CCN(C(=O)CCl)CC1	0.97	0	94	104	6	3	-3	-0.1	-4	1.0
O=C(CCN1C(=O)/C(=C/C=C/c2ccccc2)SC1=S)Nc1nc2ccccc2s1	1.2	-3	89	99	14	20	-20	-0.3	-2	5.6
CCOC(=O)c1[nH]c2ccc(OC)cc2c1NC(=O)N1CCOCC1	1.3	-8	101	110	-2	-17	17	-0.5	-10	3.6
CCOC(=O)c1oc2cc(O)cc(C)c2c(=O)c1-c1cscn1	0.98	0	99	93	0	-12	12	0.0	12	-1.1
O=C(COc1ccc(Br)cc1CNCCCN1CCOCC1)Nc1ccccc1	0.89	-8	98	94	2	14	-14	-0.4	9	0.7
COc1ccc(CNC(=O)CN2CCN(C(c3ccccc3)c3ccccc3)CC2)cc1	1	-2	97	104	3	-5	5	0.0	4	1.3
Cc1ccc2oc(-c3cccc(NC(=O)c4ccc(Br)o4)c3C)nc2c1	1.5	16	113	98	-14	-18	18	0.4	6	-0.2
CCCCOc1ccc(-c2nnn(CC(=O)Nc3ncc(CC(=O)OCC)s3)n2)cc1	1.2	-8	105	100	-5	-1	1	0.5	4	9.3*
CCOC(=O)C1(CC2CCCCO2)CCN(C(=O)Nc2ccc3c(c2)OCO3)CC1 (stereo not drawn)	2.4	-2	102	105	-3	-6	7	-0.1	0	1.7
COCC(=O)N(CCc1ccc(OC)c(OC)c1)Cc1nc2ccccc2c(=O)[nH]1	1.2	-5	94	100	7	-1	1	-0.1	4	0.1
C=CCn1c(C(CC(C)C)CC(C)O)n[nH]c1=S (stereo not drawn)	1.1	-2	93	96	8	6	-7	-0.3	6	2.3
COc1ccccc1Oc1ccc(S(=O)(=O)NCc2ccccn2)cc1	1.3	-5	87	72	15	1	-1	-0.4	38	0.9
CCCCOc1cccc(/C=N/NC(=O)c2csc(C)c2C)c1	0.87	5	104	99	-4	-15	15	-0.2	8	0.7
CC(C)Cc1nc(SCC(=O)NCc2ccccc2)n[nH]1	1.1	1	98	98	2	22	-22	-0.1	6	0.9
Cc1c2c(nc3nc4ccccc4n13)CCCC2=O	0.76	-4	93	94	8	-9	9	-0.3	13	0.9
COc1cccc(Cn2c(N)c(C#N)c3nc4ccccc4nc32)c1OC	0.97	-3	103	113	-3	6	-6	0.0	-10	7.0
COc1ccc(C(=O)N/N=C/c2ccc(OC)c(CN3CCCc4ccccc43)c2)cc1	0.94	0	101	110	1	10	-9	-0.1	-16	1.8
CCOC(=O)c1ccc(NC(=S)N2CCSC2c2ccc(Cl)cc2)cc1 (stereo not drawn)	1.6	-2	90	100	11	-13	13	-0.5	5	4.7
CCOC(=O)c1ccc(CNC(=O)c2cc(C(C)(C)C)oc2C)o1	1.1	-6	99	100	1	13	-13	0.0	3	0.0
COC(=O)c1ccc(COc2ccc(C=O)cc2OC)o1	1.4	6	102	97	-4	2	-2	0.2	6	1.2
Nc1ccccc1SCc1cc([N+](=O)[O-])cc2c1OCOC2	1.3	-2	118	101	-20	1	-1	0.1	5	0.1
Cc1ccccc1-c1nc(-c2ccccn2)no1	1.2	95*	29	24	77*	-90	91	-0.7	99*	-1.2
Cc1cccc(OCCC(=O)NCC(c2ccco2)N2CCCCC2)c1 (stereo not drawn)	0.79	-8	98	106	2	-16	16	0.2	-7	0.2
Cc1nn(CC2CC2)c(=O)n1-c1ccc(F)cc1	1.2	0	98	102	2	16	-16	-0.2	2	2.6
COc1cc2c(cc1OC)C(c1cc3ccccc3oc1=O)=NC(C)(C)C2	0.91	-3	99	112	4	-6	6	-0.2	-11	1.2
CCOC(=O)N1CCN(c2nc(=S)n(-c3ccccc3)c(C)c2C(C)=O)CC1	1.2	-4	99	97	1	-3	3	-0.2	8	-0.1
COc1ccccc1/C=N/NC(=O)c1ccc(Br)cc1	1.2	35	98	91	1	-6	6	-0.1	12	1.0
O=C(N/N=C/c1cc2c(cc1Br)OCO2)c1cccnc1	1.2	8	104	103	-5	-5	5	0.2	-2	-0.2
CCN(CC)C(=O)CSc1nc2cc3c(cc2c(=O)n1Cc1ccc2c(c1)OCO2)OCO3	1	-7	99	108	0	-13	13	-0.5	-5	2.1
CCN(CC)CCn1nc(C)nc1-c1ccccc1O	1.4	5	106	89	-7	-7	7	-0.2	18	0.2
Clc1ccc(OCc2cn3ccccc3n2)c2ncccc12	3	22	145*	102	-50	-83	83	0.2	2	-1.0
CCN1C(=O)[C@H]2[C@H]3[C@H](O)[C@H](O)C/C(=N\OC[C@@H](C)[C@H](OCc4ccccc4)C(C)C)[C@@H]3CC[C@H]2C1=O	0.73	-9	101	99	-1	-6	6	-0.1	-1	-0.1
Cc1cc(NC(=O)c2cnn3c(C(F)(F)F)cc(-c4ccccc4)nc23)no1	0.41	-1	89	85	1	-16	16	-0.6	22	-0.2
S=c1[nH]nc(C2CCCCC2)n1/N=C/c1ccco1	0.89	0	112	107	-13	4	-4	0.0	1	-0.3
Cc1nn(Cc2ccccc2Cl)c(C)c1C(=O)Nc1nnc(C2CC2)s1	0.96	-6	106	124	-6	6	-6	-0.3	-25	1.6
CC1(C)N=C(c2cccc(F)c2)C(=O)N1	1.2	1	110	110	-11	6	-6	0.0	-10	0.9
O=C(Cn1[nH]c(=O)c2ccccc2c1=O)OCC(=O)N(Cc1ccccc1)Cc1ccccc1	1	-2	96	105	4	-26	26	-0.2	-2	1.7
CC1=C(C(=O)OC(C)C)C(c2ccncc2)n2ncnc2N1 (stereo not drawn)	1.2	-2	98	107	0	-16	16	-0.1	-5	0.3
CC(=O)c1cc(C#N)c(NCc2ccccc2)nc1C	1.3	-7	107	101	-7	-1	1	-0.2	8	1.5
Cc1ccc(CN2CCN(Cc3cnn(-c4ccc(Cl)cc4)c3)CC2CCO)o1 (stereo not drawn)	1.1	-7	102	96	-4	8	-8	-0.3	9	1.8
COc1cccc(-c2nc3ccccc3s2)c1O	6.4*	87*	123	65	-27	-212	212*	-0.3	44*	2.4
CC1CCCCN1CC(=O)Nc1sccc1C#N (stereo not drawn)	0.99	-8	101	101	-1	1	-1	-0.2	-4	0.6
CC(=O)Nc1ccc(S(=O)(=O)N2CCCC2C(=O)O)cc1 (stereo not drawn)	1.2	-9	98	100	2	0	0	-0.2	3	0.1
Cc1cc(C(=O)N/N=C/c2ccc(OC(=O)c3ccccc3Br)cc2)n[nH]1	1.1	-7	105	102	-8	-7	7	-0.3	1	3.7
Cc1cc(NC(=O)/C=C/c2ccccc2Cl)no1	2	-2	135*	110	-40	-83	83	-0.1	-9	1.6
O=[N+]([O-])c1cccc2ccc(/C=C/c3ccc(C(F)(F)F)cc3)nc12	1.2	-3	102	127	-2	7	-7	-0.4	-39	10*
CCCn1c(SCC(=O)c2ccc3c(c2)OCCO3)n[nH]c1=O	1.2	14	107	109	-9	-45	45	-0.1	-9	-0.9
COc1cccc(NC(=O)CN2C(=O)NC(C)(CC(C)C)C2=O)c1 (stereo not drawn)	1.2	-3	99	98	1	-20	20	0.3	4	1.4
CN1/C(=C\C(=O)CSc2nncn2C)C(C)(C)c2ccccc21	0.94	-2	96	101	4	17	-17	-0.3	-2	-1.8
Cc1ccc(/C=N/N=C2/NC(=O)C(CC(=O)N3CCOCC3)S2)cc1 (stereo not drawn)	1.4	8	96	99	2	8	-8	0.3	8	3.6
